IDE exosite inh: displaces the probe from the exo-site of human IDE | P14735 | purified IDE, FL-6b probe fluorescence polarization; hits give low values | z-score at 20 µM | 17,000 compounds, 6.3% hits | AID 1259349;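 active = z-score of -3 or lower, meaning strong loss of probe binding signal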;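 also: His-tagged human IDE residues 42-1019 made in E. coli with 30 nM FL-6b probe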
Target sequence (P14735 42-1019 limits assumed): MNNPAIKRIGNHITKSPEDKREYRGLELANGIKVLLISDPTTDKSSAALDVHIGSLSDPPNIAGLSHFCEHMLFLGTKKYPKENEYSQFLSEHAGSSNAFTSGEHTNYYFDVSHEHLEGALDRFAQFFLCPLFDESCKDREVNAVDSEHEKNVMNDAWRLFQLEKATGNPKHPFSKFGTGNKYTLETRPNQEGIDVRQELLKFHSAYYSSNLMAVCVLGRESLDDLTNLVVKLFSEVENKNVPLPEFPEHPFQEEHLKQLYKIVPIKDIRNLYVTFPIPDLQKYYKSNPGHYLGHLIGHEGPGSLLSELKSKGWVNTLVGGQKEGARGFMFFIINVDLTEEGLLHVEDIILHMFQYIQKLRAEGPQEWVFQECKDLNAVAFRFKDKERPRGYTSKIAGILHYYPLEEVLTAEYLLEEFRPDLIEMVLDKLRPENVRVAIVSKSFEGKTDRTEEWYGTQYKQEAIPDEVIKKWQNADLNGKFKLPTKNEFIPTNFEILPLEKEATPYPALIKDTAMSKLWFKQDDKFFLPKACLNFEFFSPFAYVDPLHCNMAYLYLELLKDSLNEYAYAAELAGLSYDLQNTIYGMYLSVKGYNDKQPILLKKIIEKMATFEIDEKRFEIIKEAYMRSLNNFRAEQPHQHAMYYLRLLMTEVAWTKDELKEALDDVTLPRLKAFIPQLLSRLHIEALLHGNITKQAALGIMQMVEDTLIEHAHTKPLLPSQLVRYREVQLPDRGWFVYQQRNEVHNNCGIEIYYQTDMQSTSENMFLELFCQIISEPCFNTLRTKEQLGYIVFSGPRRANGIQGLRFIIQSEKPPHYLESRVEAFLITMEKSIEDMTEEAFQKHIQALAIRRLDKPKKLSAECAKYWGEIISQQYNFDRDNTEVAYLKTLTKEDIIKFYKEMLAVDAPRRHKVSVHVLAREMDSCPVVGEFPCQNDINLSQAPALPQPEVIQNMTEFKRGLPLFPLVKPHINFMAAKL
The depositor's hits bear a star; & = joins results of further samples; ! = repeats disagree. The list is partial (hit frequency here may not be typical).

| molecule | IDE exosite inh |
| --- | --- |
| CC(C)NC(=O)N1[C@@H](CO)[C@@H](c2ccccc2)C12CN(C(=O)c1ccccn1)C2 | 0.73 |
| OC[C@@H]1[C@H](c2ccc(C3=CCCC3)cc2)[C@H]2CN(Cc3ccncc3)CCCCN12 | 1.2 |
| COc1cccc(NC(=O)N2CC(=O)N3[C@H](C2)[C@@H](c2ccc(C#CC4CCCCC4)cc2)[C@@H]3CO)c1 | 2.3 |
| COc1ccc(C(=O)Nc2ccc3c(c2)C(=O)N(C)[C@H]2CC[C@H](CC(=O)NCC4CC4)O[C@@H]2CO3)cc1 | -0.44 |
| COCC(=O)N(C[C@H]1N[C@H](CO)[C@H]1c1ccc(-c2ccccc2)cc1)C(C)C | 1.5 |
| O=C(Cc1ccccn1)N1CC(=O)N2[C@H](C1)[C@H](c1ccc(C#CCC3CCCC3)cc1)[C@@H]2CO | 1 |
| CCCNC(=O)N1CC(=O)N2[C@H](C1)[C@@H](c1ccc(-c3ccc(F)cc3)cc1)[C@@H]2CO | 0.76 |
| C/C=C/c1ccc([C@@H]2[C@@H](CO)N(C(=O)CN(C)C)C23CN(C(=O)C2CCOCC2)C3)cc1 | 0.053 |
| CCCC#Cc1ccc([C@H]2[C@@H](CO)N3C(=O)CN(C(=O)c4cccc(F)c4)C[C@H]23)cc1 | 0.64 |
| CCS(=O)(=O)Nc1ccc2c(c1)C(=O)N(C)[C@@H]1CC[C@@H](CC(=O)NCc3ccccc3F)O[C@H]1CO2 | -0.65 |
| N#C[C@@H]1[C@H](c2ccccc2-c2ccccc2)[C@H](CO)N1C(=O)Cc1ccccc1 | 1.3 |
| CC(C)c1cn(CC[C@@H]2CC[C@@H](NS(=O)(=O)c3ccc(F)cc3)[C@H](CO)O2)nn1 | 0.52 |
| COCC#Cc1ccc([C@H]2[C@@H](CO)N3C(=O)CN(C(=O)c4ccncc4)C[C@H]23)cc1 | 0.063 |
| N#C[C@H]1N[C@H](CO)[C@@H]1c1ccc(C#CC2CCCCC2)cc1 | 1.8 |
| COC(=O)[C@H]1[C@H](CO)[C@H]2Cn3c(ccc(-c4ccccc4OC)c3=O)[C@H]2N1C(=O)c1cnccn1 | -0.19 |
| C[C@@H]1CCCCO[C@H](CN(C)S(=O)(=O)c2ccc(Cl)cc2)[C@@H](C)CN([C@@H](C)CO)C(=O)c2cc(NC(=O)Nc3ccc(C(F)(F)F)cc3)ccc2O1 | 1.9 |
| N#C[C@H]1[C@@H](c2ccccc2C2=CCCCC2)[C@H](CO)N1C(=O)c1ccccn1 | 0.21 |
| CC(C)C#Cc1ccc([C@@H]2[C@@H](C#N)N(C(=O)C3CC3)[C@@H]2CO)cc1 | 1.3 |
| CCCNC(=O)N1[C@H](CO)[C@H](c2ccccc2-c2cccc(C)c2)[C@@H]1C#N | -1.6 |
| COCC(=O)N1CC(=O)N2[C@@H](CO)[C@@H](c3ccc(-c4ccccc4F)cc3)[C@@H]2C1 | -1.1 |
| O=C(Nc1ccc(F)cc1)N1C[C@H]2[C@@H](c3ccccc31)[C@H](CO)N2Cc1ccccc1Cl | 2.2 |
| CCc1csc(N2[C@@H](C#N)[C@@H](c3ccc(-c4ccc(F)cc4)cc3)[C@@H]2CO)n1 | 1.9 |
| COc1ccccc1-c1cn(CC[C@H]2CC[C@H](NC(=O)C3CCCCC3)[C@H](CO)O2)nn1 | 0.34 |
| O=C(C[C@H]1C=C[C@@H](NC(=O)Nc2ccc3c(c2)OCO3)[C@H](CO)O1)NCCCN1CCOCC1 | 2.4 |
| CN(C)C(=O)C[C@@H]1CC[C@H]2[C@@H](COC[C@@H](O)CN2S(=O)(=O)c2ccccc2Cl)O1 | 1.4 |
| C/C=C/c1ccc([C@H]2[C@H]3CN(Cc4ccc(C)cc4)CC(=O)N3[C@H]2CO)cc1 | 0.44 |
| O=C(C[C@@H]1C[C@H]2c3cc(NC(=O)NC4CCCC4)ccc3O[C@H]2[C@@H](CO)O1)NCc1ccccc1F | -0.51 |
| O=C(Nc1cccc(F)c1)N1CC(=O)N2[C@@H](CO)[C@H](c3ccc(C#CCC4CCCC4)cc3)[C@@H]2C1 | 1.4 |
| C/C=C/c1ccc([C@H]2[C@@H](CO)N(C(=O)NCCC)[C@@H]2CNC(=O)C2CC2)cc1 | 0.078 |
| Cc1ccccc1-c1ccc([C@H]2[C@H](CO)N3C(=O)CN(S(C)(=O)=O)C[C@@H]23)cc1 | -1.4 |
| CCC(=O)N(C)C[C@H]1[C@@H](c2ccc(C3=CCCCC3)cc2)[C@@H](CO)N1C(C)=O | 0.082 |
| COc1ccc2c3c([nH]c2c1)[C@@H](CO)N(CC1CC1)CC31CN(C(=O)c2ccc(F)cc2)C1 | 0.0077 |
| OC[C@@H]1[C@@H](c2ccc(C#CC3CCCC3)cc2)[C@@H]2CN(CCC(F)(F)F)CCCCN12 | 2.9 |
| CO[C@@H]1CN(C)C(=O)c2cc(NC(=O)CC(F)(F)F)ccc2OC[C@@H](C)N(CC2CC2)C[C@H]1C | 0.77 |
| CN(C)C(=O)c1cccc(-c2ccc(C3[C@H]4CNC[C@@H]3N4Cc3cccc(C(F)(F)F)c3)cc2)c1 (stereo not given in full) | 2.6&2.8 |
| O=C(Nc1cccc(F)c1)N1CC(=O)N2[C@H](CO)[C@@H](c3ccc(-c4cccc(F)c4)cc3)[C@H]2C1 | 2.1 |
| CC(C)NC(=O)N1CC(=O)N2[C@H](CO)[C@H](c3ccc(C#CCN(C)C)cc3)[C@H]2C1 | 4 |
| Cc1ccc(S(=O)(=O)Nc2ccc3c(c2)CC(=O)N([C@H](C)CO)C[C@H](C)[C@H](CN(C)S(=O)(=O)c2ccccc2)O3)cc1 | -0.98 |
| CO[C@@H](CN(C)C(=O)c1cnccn1)[C@@H](C)CN([C@@H](C)CO)S(=O)(=O)c1ccccc1 | 0.68 |
| CC(=O)N1[C@H](CN(C(=O)c2ccc(F)cc2)C(C)C)[C@H](c2ccccc2)[C@@H]1CO | 1.5 |
| C[C@@H]1CN([C@@H](C)CO)C(=O)c2cc(NC(=O)C3CC3)ccc2O[C@H]1CN(C)S(=O)(=O)c1ccccc1 | -0.12 |
| Cc1noc(C)c1NC(=O)N(C)C[C@@H]1Oc2cc(C#CCN(C)C)ccc2S(=O)(=O)N([C@@H](C)CO)C[C@@H]1C | 0.17 |
| N#C[C@@H]1[C@@H](c2ccc(-c3ccncc3)cc2)[C@@H](CO)N1C(=O)C1CCC1 | 1.6 |
| CCS(=O)(=O)N1CC(=O)N2[C@H](C1)[C@@H](c1ccc(C#CCC3CCCC3)cc1)[C@@H]2CO | 1.2 |
| O=C1CCC(=O)N[C@@H](c2ccccc2)C/C=C\CCN1 | -0.77 |
| Cc1noc(C)c1NC(=O)Nc1ccc2c(c1)C(=O)N([C@@H](C)CO)C[C@H](C)[C@@H](CN(C)Cc1ccc3c(c1)OCO3)OCCCC[C@H](C)O2 | 2 |
| CCC(=O)NC[C@H]1[C@@H](c2ccc(C3=CCCC3)cc2)[C@H](CO)N1C(C)=O | 4 |
| C[C@@H]1CN([C@H](C)CO)C(=O)c2cc(NS(=O)(=O)c3cn(C)cn3)ccc2O[C@@H](C)CCCCO[C@H]1CN(C)Cc1ccc2c(c1)OCO2 | 0.35 |
| O=C(c1ccccc1F)N1CC(=O)N2[C@H](CO)[C@@H](c3ccc(-c4ccccc4)cc3)[C@H]2C1 | 0.85 |
| CC(C)CC#Cc1ccc([C@H]2[C@@H](CO)N3C(=O)CN(C(=O)c4cnccn4)C[C@@H]23)cc1 | 1.6 |
| O=C(C[C@H]1CC[C@@H]2[C@H](COC[C@H](O)CN2C(=O)c2ccccc2F)O1)NCc1ccc(Cl)c(Cl)c1 | 0.15 |
| O=C(C1CCCCC1)N1CC(=O)N2[C@H](CO)[C@@H](c3ccc(C#CCc4ccccc4)cc3)[C@H]2C1 | 0.63 |
| CC(=O)NC[C@@H]1[C@@H](c2ccc(-c3ccccc3)cc2)[C@@H](CO)N1C(=O)C1CC1 | 2.9 |
| COc1ccccc1NC(=O)N1CC[C@@H]2[C@H]1c1cc(C#Cc3cccc(F)c3)ccc1N(C)[C@@H]2CO | 0.71 |
| COCC(=O)N(C)C[C@H]1[C@H](c2ccc(-c3cccnc3)cc2)[C@H](CO)N1C(C)=O | 3.4 |
| CCCNC(=O)Nc1ccc2c(c1)C(=O)N(C)C[C@@H](OC)[C@H](C)CN(C)[C@@H](C)CO2 | 1.6 |
| C[C@H](NC(=O)C[C@@H]1C=C[C@H](NC(=O)c2cccnc2)[C@@H](CO)O1)c1ccccc1 | 1.2 |
| CCN(C[C@H]1[C@H](c2ccccc2)[C@H](CO)N1C(=O)C1CC1)C(=O)NC1CCCC1 | 1.2 |
| CC(C)NC(=O)Nc1ccc2c(c1)C(=O)N([C@@H](C)CO)C[C@H](C)[C@H](CN(C)C(=O)C1CCCCC1)OCCCC[C@@H](C)O2 | 0.61 |
| C[C@@H]1CN([C@@H](C)CO)S(=O)(=O)c2ccc(Br)cc2O[C@@H]1CN(C)Cc1ccc2c(c1)OCO2 | -1.5 |

(list continues)
| molecule | IDE exosite inh |
| --- | --- |
| O=C(C1CCOCC1)N1CC(=O)N2[C@H](CO)[C@H](c3ccc(-c4cccnc4)cc3)[C@@H]2C1 | -1.1 |
| CS(=O)(=O)N1CC2(C1)[C@H](c1ccccc1)[C@H](CO)N2Cc1ccccc1 | -0.42 |
| Cc1ccc(-c2ccc([C@H]3[C@H](CO)N4C(=O)CN(C(=O)Cc5ccccn5)C[C@@H]34)cc2)cc1 | 0.21 |
| C/C=C/c1ccc([C@@H]2[C@H](CO)N(C(=O)c3ccccc3)C23CN(C(C)=O)C3)cc1 | 1.1 |
| O=C(c1cnccn1)N1CC(=O)N2[C@@H](CO)[C@@H](c3ccc(C#CC4CCCCC4)cc3)[C@@H]2C1 | -0.13 |
| N#C[C@H]1[C@@H](c2ccc(-c3ccncc3)cc2)[C@@H](CO)N1C(=O)C1CCCCC1 | 3.7 |
| O=C(N[C@@H]1C=C[C@@H](CC(=O)N2CCN(c3ccccc3)CC2)O[C@H]1CO)c1ccccc1 | 2.4 |
| CCS(=O)(=O)N1CC(=O)N2[C@H](CO)[C@@H](c3ccc(C#CCC(C)C)cc3)[C@@H]2C1 | 1.2 |
| C[C@@H]1CN([C@@H](C)CO)C(=O)Cc2cc(N(C)C)ccc2O[C@@H]1CN(C)Cc1ccc(-c2ccccc2)cc1 | -1.5 |
| CN(C)CC(=O)N[C@H]1C=C[C@@H](CC(=O)NCc2ccc(Cl)cc2)O[C@@H]1CO | 3.3 |
| COc1ccc(CNC(=O)C[C@@H]2CC[C@@H](NC(=O)CN(C)C)[C@@H](CO)O2)cc1 | 1.1 |
| CN(C)C(=O)c1cccc(-c2ccc3c(c2)[C@H]2[C@H](CCN2C(=O)c2cnccn2)[C@@H](CO)N3)c1 | 1.6 |
| O=C(NC1CCCC1)N1CCCCN2[C@H](CO)[C@H](c3ccc(/C=C/c4ccccc4)cc3)[C@@H]2C1 | -9.7* |
| O=C(C1CCCC1)N1CC(=O)N2[C@H](C1)[C@@H](c1ccc(C#CC3CCCC3)cc1)[C@@H]2CO | 1.7 |
| O=C(NC[C@H]1[C@@H](c2ccccc2)[C@@H](CO)N1CC1CCCC1)C1CC1 | 2.2 |
| Cc1noc(C)c1S(=O)(=O)Nc1ccc2c(c1)C(=O)N([C@H](C)CO)C[C@H](C)[C@H](CN(C)C(=O)Nc1cccc3ccccc13)OCCCC[C@@H](C)O2 | 0.44 |
| O=C(Nc1ccccc1)N1CC(=O)N2[C@H](CO)[C@@H](c3ccc(C#Cc4cccnc4)cc3)[C@H]2C1 | 1.9 |
| CCCNC(=O)N1[C@H](CNC(=O)c2ccccc2)[C@H](c2ccccc2)[C@@H]1CO | 1.7 |
| OC[C@@H]1[C@@H](c2ccccc2)C2(CN(Cc3ccccc3F)C2)N1Cc1ccccc1F | 0.9 |
| CCCC#Cc1ccc([C@H]2[C@@H](CO)N3C(=O)CN(C(=O)Nc4ccccc4)C[C@H]23)cc1 | 2.7 |
| CN(C)C(=O)c1ccc(-c2ccc(C3[C@@H]4CNC[C@H]3N4)cc2)cc1 (stereo not given in full) | 1.8 |
| Cc1noc(C)c1S(=O)(=O)N(C)C[C@H]1OCCCC[C@H](C)Oc2ccc(NS(=O)(=O)c3cn(C)cn3)cc2C(=O)N([C@H](C)CO)C[C@@H]1C | -0.023 |
| O=C(Cc1ccncc1)Nc1ccc2c(c1)[C@@H]1C[C@@H](CC(=O)N3CCc4ccccc4C3)O[C@H](CO)[C@@H]1O2 | -1.1 |
| N#C[C@H]1[C@H](c2ccccc2)[C@@H](CO)N1C(=O)CN1CCOCC1 | 4.7 |
| CNC[C@H]1OCc2cn(nn2)CCCC(=O)N([C@@H](C)CO)C[C@H]1C | -0.45 |
| O=C(c1ccc(F)cc1)N1CCCCN2[C@H](CO)[C@@H](c3ccc(C#CC4(O)CCCC4)cc3)[C@@H]2C1 | 2 |
| CCc1cnc(N2[C@@H](C#N)[C@@H](c3ccccc3)[C@@H]2CO)s1 | 3.9 |
| O=C(c1ccc(F)cc1)N1CCCCN2[C@@H](CO)[C@H](c3ccc(C#CC4(O)CCCC4)cc3)[C@@H]2C1 | 5.8 |
| CCCNC(=O)N1[C@@H]2CNC[C@H]1C2c1ccc(-c2cccc(C)c2)cc1 (stereo not given in full) | -6.1*! |

IDE exosite inh, hit marks shown above
| molecule | IDE exosite inh |
| --- | --- |
| O=C(NC1CCCC1)N1CCCCN2[C@H](CO)[C@H](c3ccc(/C=C/c4ccccc4)cc3)[C@@H]2C1 | -9.7* |
| CCCNC(=O)N1[C@@H]2CNC[C@H]1C2c1ccc(-c2cccc(C)c2)cc1 (stereo not given in full) | -6.1*! |

Some of these compounds in order of SMILES length, largest number first:
| molecule | IDE exosite inh |
| --- | --- |
| Cc1noc(C)c1S(=O)(=O)N(C)C[C@H]1OCCCC[C@H](C)Oc2ccc(NS(=O)(=O)c3cn(C)cn3)cc2C(=O)N([C@H](C)CO)C[C@@H]1C | -0.023 |
| CN(C)CC(=O)N[C@H]1C=C[C@@H](CC(=O)NCc2ccc(Cl)cc2)O[C@@H]1CO | 3.3 |
| O=C(NC[C@H]1[C@@H](c2ccccc2)[C@@H](CO)N1CC1CCCC1)C1CC1 | 2.2 |

Copied from the entries so far for reference:
| molecule | IDE exosite inh |
| --- | --- |
| O=C(c1ccc(F)cc1)N1CCCCN2[C@@H](CO)[C@H](c3ccc(C#CC4(O)CCCC4)cc3)[C@@H]2C1 | 5.8 |
| CCCNC(=O)N1[C@@H]2CNC[C@H]1C2c1ccc(-c2cccc(C)c2)cc1 (stereo not given in full) | -6.1*! |
